Calpain2 inh = calpain II (pig) inhibition | 220,000 compounds, 0.37% hits | purified calpain II, fluorogenic peptide substrate, 30 min | inhibition, % at 16 µM;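 active = inhibition above about 50%, limit read from the data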
EP2 modulator = EP2 receptor (human) modulation; P43116; EP2-expressing cells, cAMP HTRF FRET, PGE2 co-stimulation; induction, % at 25 µM; 260,000 compounds, 0.83% hits;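 active = compounds whose cAMP rise, as percent of the full-agonist control response, exceeds 60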;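 note: rat C6 glioma line stably carrying human EP2 under a CMV promoter; the protocol text gives 20 µM as final concentration; 100% = response of wells given 1 µM PGE2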
Target sequence (P43116 whole entry, looked up): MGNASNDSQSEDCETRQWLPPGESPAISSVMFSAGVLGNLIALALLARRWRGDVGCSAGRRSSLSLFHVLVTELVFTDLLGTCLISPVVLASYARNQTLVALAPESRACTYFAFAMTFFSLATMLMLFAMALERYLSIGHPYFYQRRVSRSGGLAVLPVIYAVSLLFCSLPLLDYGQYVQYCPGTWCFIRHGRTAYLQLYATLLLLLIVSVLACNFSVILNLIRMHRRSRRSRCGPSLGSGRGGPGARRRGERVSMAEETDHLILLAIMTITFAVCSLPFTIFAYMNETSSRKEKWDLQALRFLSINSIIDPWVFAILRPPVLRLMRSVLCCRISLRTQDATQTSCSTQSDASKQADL
Hck-Nef inh = blocks Nef-activated human Hck kinase | P08631 | Recombinant Hck-YEEI plus Nef, Z-Lyte FRET kinase assay | inhibition, % at 20 µM | 220,000 compounds, 0.68% hits | AID 463187;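 active = Hck-Nef kinase inhibition above about 50%, limit read from the data; inactive = inhibition below that limit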;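 note: 0% = DMSO with Hck plus Nef and 100% = Hck alone without Nef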
Tb hexokinase = blocks Trypanosoma brucei hexokinase 1 activity | recombinant TbHK1, G6PDH-coupled NADH A340 | inhibition, % at 10 µM | 220,000 compounds, 0.11% hits | AID 1430;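 active = inhibition of 50% or more in the single-dose primary screen; inactive = inhibition below 50%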
PGE2 EP2 inh = blocks the human prostaglandin E2 receptor EP2; C6 glioma cells expressing human EP2, cAMP TR-FRET; cells stimulated with saturating PGE2; inhibition, % at 25 µM; 260,000 compounds, 0.52% hits; AID 1422;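 active = percent inhibition above 40 after rounding to a whole number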;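 note: rat C6 glioma host cells with rolipram phosphodiesterase inhibitor present; the protocol text gives 20 µM as final concentration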
14-3-3 Bad inh = disrupts binding of bovine 14-3-3 zeta to phospho-Bad peptide; P63103; TR-FRET 14-3-3zeta/Dy647-pBad peptide displacement, 1 h; inhibition, % at 21.7 µM; 220,000 compounds, 0.71% hits; AID 781;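 active = inhibition above about 70%, limit read from the data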;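 note: 0% = full 14-3-3 plus peptide FRET controls and 100% = background without 14-3-3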
Target sequence (P63103 whole entry, looked up): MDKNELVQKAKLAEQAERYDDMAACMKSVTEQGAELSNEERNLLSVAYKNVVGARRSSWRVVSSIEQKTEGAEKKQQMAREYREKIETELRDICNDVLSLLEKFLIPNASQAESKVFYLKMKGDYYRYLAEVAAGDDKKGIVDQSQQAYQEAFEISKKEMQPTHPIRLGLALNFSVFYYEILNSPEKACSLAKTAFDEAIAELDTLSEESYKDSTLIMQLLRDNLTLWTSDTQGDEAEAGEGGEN
Rad51 HR inh = blocks human Rad51 in homologous recombination; AID 1385; 200,000 compounds, 0.085% hits; inhibition, % at 10 µM; hRad51 DNA strand exchange, fluorescence dequenching; Q06609;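 active = inhibition above 40% at the single screening dose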;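 note: 0% = DMSO control wells and 100% = blanks with heterologous ssDNA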
Target sequence (Q06609 whole entry, looked up): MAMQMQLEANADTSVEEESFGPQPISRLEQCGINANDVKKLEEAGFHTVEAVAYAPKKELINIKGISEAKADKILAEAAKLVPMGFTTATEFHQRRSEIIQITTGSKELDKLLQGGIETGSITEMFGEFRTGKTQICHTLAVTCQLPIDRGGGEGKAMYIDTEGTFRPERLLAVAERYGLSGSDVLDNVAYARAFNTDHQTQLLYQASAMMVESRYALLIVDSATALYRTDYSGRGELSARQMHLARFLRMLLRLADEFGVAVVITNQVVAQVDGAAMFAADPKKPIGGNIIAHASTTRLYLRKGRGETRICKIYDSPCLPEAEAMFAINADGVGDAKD
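Test system – preformed human Rad51 ssDNA filaments · Reagent – Donor/quencher-labelled 47-bp dsDNA substrate · Incubation – 37 °C 15-min filament assembly, 30-min compound preincubation, 15-min exchange · Signal – FRET fluorescence dequenching, excitation 485 nm, emission 520 nm · Read-out – percent inhibition from fluorescence, normalised to plate control and blank means · Benchmarks – plate control and blank wells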
eIF4E 4G PPI = eIF4E/eIF4G interaction inhibition in translation initiation | P63073+Q04637 | TR-FRET eIF4E-eIF4GI(517-606) binding, 2 h | inhibition, % at 21.7 µM | 220,000 compounds, 0.37% hits | AID 782;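 active = inhibition above about 30%, limit read from the data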;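 note: 0% = full FRET control wells and 100% = background wells lacking eIF4GI fragment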
zVAD death inh = L929 zVAD cell death inhibition; 220,000 compounds, 0.38% hits; L929 zVAD necroptosis rescue, ATP luminescence, 24 h; with zVAD 60 µM; viability rescue, % at 10 µM;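 active = activation, scaled between plate controls, above about 75%, limit read from the data; inactive = activation under that limit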;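 note: 0% = zVAD with DMSO and 100% = DMSO alone without zVAD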
Starred values were filed as active, the others as inactive; i = inactive; / = not tested or not shown; & = joins results of further samples; [ ] = another dose, or the depositor's remark.

Molecule,Calpain2 inh,EP2 modulator,Hck-Nef inh,Tb hexokinase,PGE2 EP2 inh,14-3-3 Bad inh,Rad51 HR inh,eIF4E 4G PPI,zVAD death inh
CCCCn1c(CNC(=O)c2cccs2)nc2ccccc21,-16,10,1,-4,10,12,-1,-4,0.3
O=C(COC(=O)C1(c2ccc(F)cc2)CCCC1)N1CCOCC1,13,2,0,-1,5,-5,9,-2,-0.6
CCCCCn1c(CN2CCN(C(=O)OCC)CC2)nc2c1c(=O)n(C)c(=O)n2C,/,/,1,-2,5,/,-1,/,-0.2
O=C(CN(c1ccccc1)S(=O)(=O)c1ccccc1)NCCSCc1ccco1,-144,-8,2,2,7,-12,-3,-24,-0.1
COCCNC(=O)c1ccccc1NC(=O)c1ccc(Cl)c(S(=O)(=O)Nc2ccc(C)cc2C)c1,39,-1,0,3,7,-9,2,-2,-0.1
Cc1ccc(CN2CCN(CC(=O)N=Nc3c(O)[nH]c4ccccc34)CC2)cc1,22,-8,2,-21,11,-10,-4,7,0.1
O=C(CNC(=O)c1cccc(OC(F)F)c1)OCc1cc(=O)n2cc(Br)ccc2n1,-55,11,0,-2,19,-1,-10,6,0.2
CCOc1cc(N2CCOCC2)c(OCC)cc1NC(=O)C1=NN(c2cccc(C)c2)C(=O)CC1,-106,9,25,-19,11,-10,0,7,3.2
COc1ccc(C(=O)COC(=O)C(C(C)C)N2C(=O)C3C4C=CC(C4)C3C2=O)cc1 (stereo not drawn),22,-24,-2,-12,13,8,1,3,0.3
COC(=O)[C@H](CCSC)NC(=O)NCc1cccs1,-5,0,1,-4,5,9,0,6,1.0
Cc1ccc(S(=O)(=O)n2cc(C=O)c3ccccc32)cc1,-2,-3,10,0,3,25,5,1,0.7
O=c1[nH]cc(S(=O)(=O)c2ccccc2)[nH]1,11,23,21,-5,4,-19,3,0,2.2
CCc1nnc(NC(=O)C2CCCN2C(=O)Nc2ccccc2OC)s1 (stereo not drawn),37,12,0,-9,1,7,5,4,0.2
CCCC(=O)C1=C(N2CCCCC2)CC(C)(C)C(C(=O)OC)C1=O (stereo not drawn),6,21,17,-14,3,0,3,3,5.7
O=C(CN1CCNC(=O)C1)NCCc1ccc(Cl)cc1Cl,-1,-11,7,-11,0,-3,/,1,0.2
O=C(Nc1ccc(Cl)cc1)[C@@H]1[C@@H]2C(=O)N(c3cccc(F)c3)C(=O)[C@@H]2[C@H]2C=CC=NN21,-30,-13,8,-16,14,-4,-4,4,-0.4
CC(=O)c1cccc(NC(=O)c2cc3ccccn3n2)c1,-8,-2,1,-2,/,4,/,-1[fluorescence artefact?],2.2
Cc1nc(N)[nH]c(=O)c1CCC(=O)OCC(C)C,-6,13,1,0,3,7[fluorescence artefact?],5,1[fluorescence artefact?],1.1
COc1ccccc1-[n+]1c(C)cc(/C=C2\Sc3ccccc3N2C)cc1C,-11,-6,-32,9,9,21,i,-2,0.9
Nn1c(-c2ccc(O)cc2)nnc1-c1ccc(O)cc1,-20,21,20,-8,5,-3,-6,0,0.9
O=C(NCC1CCN(S(=O)(=O)c2ccccc2)CC1)Nc1ccccc1,26,-17,-2,0,8,-4,/,0,0.0
COc1cc(NC(=O)c2ccc(OC)c([N+](=O)[O-])c2)ccc1NC(=O)c1ccco1,20,-36,14,-11,8,3,11,-12,2.2
COCCn1c(=NC(=O)CSCC(=O)Nc2cc(C)on2)sc2cc(C(=O)OC)ccc21,7,-23,4,-14,3,3[fluorescence artefact?],/,-2,/
Cc1nc2ccc(NC(=O)c3ccc(Cl)c([N+](=O)[O-])c3)cc2s1,1,-1,-2,-4,10,-12,8,2,0.6
O=C(NCc1ccc(C(F)(F)F)cc1)C1CC(c2c(Cl)cccc2Cl)=NO1 (stereo not drawn),20,5,0,-1,7,-6[fluorescence artefact?],-7,0,0.1
CC(C(=O)Nc1ccccc1C(=O)N1CCOCC1)N(c1ccccc1)S(C)(=O)=O (stereo not drawn),18,9,7,2,9,0,0,-1,-0.2
CCCC(=O)C1=C(O)C(C(=O)OC)C(C)(C)CC1=Nc1ccncc1 (stereo not drawn),-27,19,-2,-10,8,1,2,-8,1.3
Cc1cccc(N2CCN(C(=O)N3CCOCC3)CC2)c1C,6,-23,21,-2,10,-4,-4,2,3.3
COc1ccc(S(=O)(=O)NNC(=O)c2csc(-n3nc(C)cc3C(F)(F)F)n2)cc1,-1,45,-2,-8,8,10,-7,1,-0.1
O=C(/C=C/c1cn(CC(O)CN2CCCCC2)c2ccccc12)c1ccccc1 (stereo not drawn),9,-51,0,-3,5,-2,-37,9,32
COc1ccccc1C(=O)NNC(=O)c1cccc(Cl)c1,-26,-4,16,-11,21,-10,1,1,2.8
CSc1nc2sc3c(c2c(=O)[nH]1)CCc1ccccc1-3,-2,-21,3,-3,4,-1,/,0,1.4
O=C(NCc1ccccn1)c1cn(CCc2ccccc2)nn1,-13,13&52,2,2,12&5,7[fluorescence artefact?],-4,-1[fluorescence artefact?],1.8
CCCN1Cc2cccc(C(N)=O)c2C1=O,4,-4,0,7,14,-4,10,-4[fluorescence artefact?],-0.1
S=c1[nH]nc(-c2ccco2)n1/N=C/c1ccc(Cl)cc1Cl,-24,78*,0,1,4,16,-2,49*,-0.1
N[C@@H]1CONC1=O,12,5&0,/,/,25&14&14,-7,0,-1,/
CCCOc1ccc(C(=O)NCC(C)(C)N2CCOCC2)cc1,28,-6,14,8,7,-8,7,-6,1.2
C=CCNC(=S)NCC1COc2ccccc2O1 (stereo not drawn),8,8,-1,-7,4,-7,1,-2,-0.3
COC(CNc1ccc([N+](=O)[O-])c(NCC(OC)OC)c1C#N)OC,-6,19,0,1,6,-2,-2,-2,0.0
O=C(CSc1ncccn1)N1CCC(Cc2ccccc2)CC1,-4,-11,1,-4,5,-2,0,-3,1.3
O=C(CCn1c(=O)c2sccc2n(Cc2cc(=O)n3ccccc3n2)c1=O)NCc1ccco1,-51,0,-3,-24,4,3,-1,9,-0.2
O=C(O)c1ccc(OCC(O)Cn2c3ccccc3c3ccccc32)cc1 (stereo not drawn),4,15,18,-25,7,0,/,-2,1.5
Cn1cc([N+](=O)[O-])c(C(=O)N/N=C/c2ccccc2)n1,8,10,2,-3,14,-11,-10,0,-0.3
NC(=O)C1CCN(c2nc(-c3ccccc3)nc3c2oc2ccccc23)CC1,-72,2,1,1,10,42[fluorescence artefact?],2,-23[fluorescence artefact?],0.1
Cn1c(SC/C=C/c2ccccc2)nnc1-c1cnccn1,-23,-19,6,-2,11,15[fluorescence artefact?],-9,4,-0.9
Cc1cc(C)nc(SCCC(=O)Nc2ccc(F)cc2)n1,-9,-22,-2,1,4,-8,-1,-2,0.2
CN1C(=O)CSC1=NC12CC3CC(CC(C3)C1)C2,17,37,-2,-3,-3,5,13,-13,-0.7
COC(=O)c1c(NC(=O)CN2CCN(c3ccccc3OC)CC2)c2c(C)cccc2n1C,-18,-36,2,-11,18,-13,-2,8,-0.3
CC1=C(C(=O)OCc2ccc3c(c2)OCO3)C(c2ccccc2)NC(=O)N1 (stereo not drawn),-3,8,0,-12,8,-1,-6,8,2.6
COCCNc1c(-c2ccc(O)cc2)nc2ccc(Cl)cn12,-211,4,7,-21,6,1,-16,-3[fluorescence artefact?],0.8
CCCCOc1ccc(-c2ncc([N+](=O)[O-])cn2)cc1,-12,20,16,-11,9,-1,2,1,0.5
CC(=O)Nc1ccc2c(CSc3nnc(-c4cccnc4)n3-c3ccc(C)cc3C)cc(=O)oc2c1,-21,1,3,19,6,3[fluorescence artefact?],-3,3,-0.4
CCC(=O)N1c2ccccc2[C@@H](N(C(C)=O)c2ccccc2)C[C@H]1C,-23,-2,1,3,3,-10[fluorescence artefact?],-11,-1[fluorescence artefact?],1.2
C=CCn1c(=O)c(C(=O)NCCNCC)c(O)c2ccccc21,17,25,6,5,7,-17,3,-9[fluorescence artefact?],0.4
COc1ccc2cc(CCC(C)=O)ccc2c1,10,-10&-21,/,/,7,0,5,5,/
CCC(C)[C@H](NC(=O)N1CCCC1)C(=O)O (stereo partly drawn),17,5,2,6,2,-18,2,-8,-0.2
COc1ccc(CCNC(=S)Nc2cccc(C)c2)cc1,-10,-22,1,3,21,0,-1,6,-0.5
CCOC(=O)N1CCC(N2Cc3cccc(C(=O)Nc4ccc(OC)c(OC)c4)c3C2=O)CC1,-43,-13,3,-21,21,-6,6,3,1.0
CC(=O)Nc1ccc(Nc2ccc3nonc3c2[N+](=O)[O-])cc1,9,-27,23,-11,8,-1,-11,-1,0.3
COc1ccccc1-n1nnnc1SCC(=O)Nc1ccccn1,-26,-29,1,-11,7,-7[fluorescence artefact?],-7,-8[fluorescence artefact?],-0.5

Entries of single compounds, quoted from the list. Order of values: Calpain2 inh	EP2 modulator	Hck-Nef inh	Tb hexokinase	PGE2 EP2 inh	14-3-3 Bad inh	Rad51 HR inh	eIF4E 4G PPI	zVAD death inh
C=CCNC(=S)NCC1COc2ccccc2O1 (stereo not drawn) is listed as 8	8	-1	-7	4	-7	1	-2	-0.3
N[C@@H]1CONC1=O is listed as 12	5&0	/	/	25&14&14	-7	0	-1	/

New compounds follow:
Molecule,Calpain2 inh,EP2 modulator,Hck-Nef inh,Tb hexokinase,PGE2 EP2 inh,14-3-3 Bad inh,Rad51 HR inh,eIF4E 4G PPI,zVAD death inh
COc1cc2c(cc1OC)CN(C(=O)CCCN1C(=O)c3ccccc3C1=O)CC2,20,-6,0,2,2,12,-3,-1,0.6
COc1ccc(N2CCN(C(=O)Cn3c(=O)[nH]c4ccccc4c3=O)CC2)cc1,-10,-44,18,-3,2,7,/,2,1.2
COc1ccc(C2c3ccc(O)cc3Oc3ncn4nc(-c5ccccn5)nc4c32)cc1 (stereo not drawn),17,-101,6,-9,2,9,-9,0,-0.5
O=C1CCN(c2ccc([N+](=O)[O-])cc2F)CC1,4,-2,0,-10,7,2,6,-2,0.7
O=C(CCc1ccc(O)cc1)c1c(O)cc(O)cc1O,6,-4&-2&-12,63*,-34,9&14&10,-5,-1,-7,0.8
Cc1cccc(N2CCN(C(c3cccs3)c3nnnn3C(C)(C)C)CC2)c1C (stereo not drawn),19,20,-1,-9,14,-1,-3,4,0.4
CCC(C)NC(=O)COc1ccc(S(=O)(=O)N2CCOCC2)cc1 (stereo not drawn),-12,23,-1,-4,18,2,3,-5,1.0
O=C(/C=C/c1ccccc1)N/C(=C/c1ccccc1)C(=O)Nc1cccc(C(=O)O)c1,-36,-9,27,-11,3,-5,-115,1,0.8
CC(C)C(=O)Nc1ccc([N+](=O)[O-])c(C(F)(F)F)c1,-18,-19&-4&-33,22,-14,13&16&22&6,-11,-5&35,3,1.8
COc1ccc(-c2cc(C(=O)NCc3cccnc3)no2)cc1OC,7,-35,0,1,6,/,-5,/,0.4
CC(=O)C1=C(c2ccccc2)OC(N)=C(C#N)C1c1ccc(O)cc1 (stereo not drawn),-11,16,4,-9,5,-15,-3,51*[fluorescence artefact?],0.1
CC(=O)Nc1ccc(Cc2nc3c([nH]2)c(=O)n(C)c(=O)n3C)cc1,-18,3,4,-1,10,-4,-9,-7,0.3
CCC1CCC(C(=O)NC(C(=O)NCCCN2CCCCC2C)C(C)C)CC1 (stereo not drawn),-8,-6,22,-7,5,-22,-23,0,-1.3

Compound activity: PubChem, several laboratories

Not all compounds are listed. The share of hits here may be higher or lower than overall.
